# Assay outcomes deposited in PubChem BioAssay by National Center for Advancing Translational Sciences (NCATS).
# Rab9 promoter act: activates the Rab9 promoter; Huh7 Rab9 promoter-luciferase reporter, luminescence, 24 h; Potency, µM (series often up to 9.22 µM), without a hit: top-dose activation, negative = inhibition, actives largely listed as activators; 2.8% of 320,000 active; AID 485297; also: potency is read from the fitted curve at half-maximal effect; % of control where 0% means no effect; nearly all actives have a fitted effect of over 60% in size
#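 Luciferase signal after 10 min detection reagent at ambient indicates Rab9 promoter upregulation; stably transfected Huh7 cells were treated 24 h with compound in DMSO at 37 °C, 5% CO2.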
# KCNH2 3.1 inh: KCNH2 3.1 (human) potassium channel inhibition. activity change, % (tested at about 1.8 µM). 0.95% of 340,000 active. U2OS KCNH2 3.1, thallium flux FluxOr; active compounds read low;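 active = maximum activity change below -70%; inconclusive = maximum activity change from -70% to -50%; inactive = maximum activity change above -50%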;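 also: thallium influx rate constant from kinetic fluorescence after stimulation buffer; % is scaled to controls: 0 for no effect and ±100 for the full control effect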
#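 We transduce U2OS cells with the mutant 3.1 virus, culture them overnight, load FluxOr with Red40 quencher for 45 min, then add stimulation buffer and read kinetically for 2 min to derive a normalized rate constant.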
# Menin-MLL TR inh: displaces Texas Red mutant MLL peptide from human menin | O00255 | Menin + Texas Red MLL mutant peptide, fluorescence polarization | Potency, µM (series often up to 61.6 µM), for inactives: top-dose FP activity change, negative = inhibition, actives largely listed as inhibitors | 0.23% of 270,000 active | AID 1768; active = well fitted inhibition curve with a large enough effect in the polarisation, with a control signal flat, not every such curve was filed as active; inconclusive = small, poorly fitted or top-dose-only effect, or effect the other way, or a change in a side signal; inactive = no such curve, though single readings can be large or run the other way; the % refers to the polarisation; also: potency is read from the fitted curve at half-maximal effect; % of control where 0% means no effect; many of its hits are not listed in these tables
# NPC1 promoter act: activators of NPC1 promoter | Huh7 NPC1 promoter luciferase reporter, 24 h | Potency, µM (doses to about 9.22 µM), for inactives: top-dose activation, hits mostly activators | 2.4% of 320,000 active | AID 485313;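 also: potency is read from the fitted curve at half-maximal effect; % of control where 0% means no effect; nearly all actives have a fitted effect of over 60% in size; reporter is driven by a mutant NPC1 promoter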
#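 Stable NPC1-promoter luciferase Huh7 line; cpd (DMSO) 24 h, 37 °C, 5% CO2; Amplite luciferase reagent 10 min RT; luminescence readout. qHTS format.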
# VP16 counter: counter-screen for ROR gamma inhibitors: Gal4-VP16 reporter. Drosophila S2 Gal4-VP16 UAS-luciferase, luminescence, 20 h. Potency, µM (doses to about 53.6 µM), for the others: at the highest dose activity, negative = inhibition, actives largely listed as inhibitors. 3.5% of 310,000 active;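 also: Gal4-VP16 expression switched on by copper sulfate through the metallothionein promoter; potency is read from the fitted curve at half-maximal effect; % is scaled to controls: 0 for no effect and ±100 for the full control effect; nearly all actives have a fitted effect of over 50% in size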
# ELG1 repair inh: ELG1-dependent DNA repair inhibition | HEK293T ELG1-luciferase reporter, luminescence, 16 h; DNA damage induced by 5-fluorouridine | Potency, µM (top dose mostly 46.1 µM), for the others: top-dose activity change, negative = inhibition, usual class: inhibitors | 2.3% of 330,000 active; also: potency is read from the fitted curve at half-maximal effect; % is scaled to controls: 0 for no effect and ±100 for the full control effect; nearly all actives have a fitted effect of over 55% in size
#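 In this reporter screen, reduction of luminescence relative to DMSO vehicle indicated activity. Compounds and 5-fluorouridine were added together to 2,000 cells per well, incubated for 16 hr at 37 °C, then developed with ONE-Glo.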
# FLuc modulator: inhibits or activates purified firefly luciferase, miR-21 counter-screen | purified FLuc, Km substrates, luminescence inhibition | AID 588342 | 6.9% of 360,000 active | Potency, µM (titrated, usually from 57.5 µM), for inactives: at the top dose activity change, negative = inhibition, most hits filed as inhibitors;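 also: potency is read from the fitted curve at half-maximal effect; plate controls were vehicle for no effect and reference inhibitor for full effect; nearly all actives have a fitted effect of over 55% in size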
#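 Biochemical qHTS of compounds, final roughly 60 µM downward over six points, against 10 nM purified firefly luciferase using Km concentrations of substrates (10 uM D-luciferin, 10 uM ATP) in Tris acetate pH 7.5 buffer; luminescence output.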
# MBNL1-CUG inh: inhibitors of human MBNL1 binding to CUG repeat RNA; Q9NR56; TR-FRET MBNL1-His/biotin-(CUG)12 binding, 665/545 ratio; Potency, µM (top dose mostly 57.5 µM), inactives show at the top dose activity change, negative = inhibition, hits mostly inhibitors; 0.036% of 280,000 active; AID 2675; active = well fitted inhibition curve with a large enough effect in the signal ratio, with a control signal flat, not every such curve was filed as active; inconclusive = small, poorly fitted or top-dose-only effect, or effect the other way, or a change in a side signal; inactive = no such curve, though single readings can be large or run the other way; the % refers to the signal ratio; also: potency is read from the fitted curve at half-maximal effect; % is scaled to controls: 0 for no effect and ±100 for the full control effect
#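 His-tagged MBNL1 binding to biotinylated (CUG)12 RNA was measured by TR-FRET using terbium anti-His antibody (0.055 ng/ul final) and streptavidin-XL665 (5 nM final). Compounds were titrated 92 nM to 58 uM; 60 min at room temperature.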
# PKM2 act: increases activity of human pyruvate kinase M2; P14618; purified PKM2, Kinase-Glo ATP luminescence, activation; response scale: 0% is enzyme alone, no compound; Potency, µM (top dose mostly 57.5 µM), inactives show at the highest dose activation, hits mostly activators; 0.34% of 260,000 active; AID 1631; also: potency is read from the fitted curve at half-maximal effect; % is scaled to controls: 0 for no effect and ±100 for the full control effect; nearly all actives have a fitted effect of over 55% in size
# Target sequence (P14618 whole entry, looked up): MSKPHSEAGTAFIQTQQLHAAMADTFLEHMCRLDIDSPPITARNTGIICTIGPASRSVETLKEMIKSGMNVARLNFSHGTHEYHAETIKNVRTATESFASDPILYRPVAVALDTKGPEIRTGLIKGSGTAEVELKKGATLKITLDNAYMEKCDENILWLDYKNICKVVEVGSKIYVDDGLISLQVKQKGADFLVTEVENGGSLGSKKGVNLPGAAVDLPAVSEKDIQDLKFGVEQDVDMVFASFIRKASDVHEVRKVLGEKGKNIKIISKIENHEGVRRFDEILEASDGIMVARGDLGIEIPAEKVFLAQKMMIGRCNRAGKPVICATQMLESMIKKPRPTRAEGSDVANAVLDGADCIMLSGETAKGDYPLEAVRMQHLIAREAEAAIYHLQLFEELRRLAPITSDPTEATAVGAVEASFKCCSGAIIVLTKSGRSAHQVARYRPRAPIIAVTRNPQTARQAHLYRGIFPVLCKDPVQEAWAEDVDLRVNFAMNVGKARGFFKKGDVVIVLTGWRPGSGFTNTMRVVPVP
#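 Purified hPK-M2 (>95% pure) converted ADP (0.1 mM final) to ATP with 0.5 mM PEP in 50 mM imidazole pH7.2, KCl, MgCl2, Tween 20, BSA; 1 h at room temperature. ATP detected by Kinase-Glo luminescence.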
# Mito fusion act: mitochondrial division inhibition or fusion activation; 0.23% of 320,000 active; S. cerevisiae fusion-defective mutant growth rescue, CellTiterGlo 48 h; Potency, µM (doses to about 46.1 µM), inactives show at the highest dose growth rescue (activation), usual class: activators;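 also: potency is read from the fitted curve at half-maximal effect; % of control where 0% means no effect; nearly all actives have a fitted effect of over 45% in size; temperature-sensitive fusion mutants such as fzo1-1 at 37 °C on non-fermentable ethanol glycerol medium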
#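 Temperature-sensitive fusion-defective S. cerevisiae (e.g. fzo1-1, mgm1-5) were grown with compound in YPEG medium (3% ethanol, 3% glycerol) for 48 hours at 37C. Growth rescue was measured as viability by CellTiterGlo luminescence after 10 minutes at ambient.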
# RORgamma inh: blocks mouse ROR gamma transcriptional activity. Drosophila S2 Gal4-RORgamma UAS-luciferase reporter, 20 h. Potency, µM (series often up to 53.6 µM), for the others: at the top dose activity change, negative = inhibition, actives largely listed as inhibitors. 5.4% of 310,000 active; also: potency is read from the fitted curve at half-maximal effect; % is scaled to controls: 0 for no effect and ±100 for the full control effect; nearly all actives have a fitted effect of over 60% in size
# Target sequence (P51450 whole entry, looked up, the tested form may be a part): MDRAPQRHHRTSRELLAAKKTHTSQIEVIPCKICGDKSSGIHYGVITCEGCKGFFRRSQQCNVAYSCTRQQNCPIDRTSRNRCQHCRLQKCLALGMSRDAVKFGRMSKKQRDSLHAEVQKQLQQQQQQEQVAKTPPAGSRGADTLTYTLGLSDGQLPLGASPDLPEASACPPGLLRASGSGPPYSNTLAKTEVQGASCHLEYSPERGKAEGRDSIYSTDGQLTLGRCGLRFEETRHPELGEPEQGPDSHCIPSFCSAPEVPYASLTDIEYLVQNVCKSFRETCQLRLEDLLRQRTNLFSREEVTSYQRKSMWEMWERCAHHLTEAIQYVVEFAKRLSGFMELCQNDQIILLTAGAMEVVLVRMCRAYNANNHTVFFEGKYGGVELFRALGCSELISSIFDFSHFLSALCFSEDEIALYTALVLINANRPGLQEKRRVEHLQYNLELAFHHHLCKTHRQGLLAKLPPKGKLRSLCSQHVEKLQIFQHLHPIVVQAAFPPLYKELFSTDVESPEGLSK
#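 In this cell-based reporter format, copper sulfate (700 uM final) drives Gal4–ROR gamma fusion expression from a metallothionein promoter in Drosophila Schneider cells; compounds preincubated 1 hr, reporter read after 20 hr at ambient temperature.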
# An asterisk follows results filed as active; u = inconclusive; x = no result given; [ ] = dose if it differs, or a comment. Unless noted, calls follow the shape of the dose curve; as a rule, active = well fitted curve in the direction sought with a large enough effect; inconclusive = small, poorly fitted or top-dose-only effect, or another doubt; inactive = no such curve, though single readings can be large; an effect the other way counts as inactive or inconclusive.
SMILES,Rab9 promoter act,KCNH2 3.1 inh,Menin-MLL TR inh,NPC1 promoter act,VP16 counter,ELG1 repair inh,FLuc modulator,MBNL1-CUG inh,PKM2 act,Mito fusion act,RORgamma inh
Cc1ccc(NC(=O)CSc2nnc(-c3ccco3)c(-c3ccco3)n2)cc1,-7%,-13,u,-16%,-3%,0%,u,u,u,2%,0%
O=C(O)C1CCCN(S(=O)(=O)c2cccc3cccnc23)C1 (stereo unspecified),-2%,10,10%,1%,11%,5%,1%,-12%,-6%,-2%,-8%
CCCNC(=O)c1cccc(Cn2nc(C)c(Br)c2C)c1,-2%,-7,-1%,-3%,-1%,u,5%,-1%,-1%,6%,21%
CCSc1nnc(NC(=O)c2cc(C)on2)s1,0%,-16,11%,2%,5%,u,u,-4%,-7%,23%,-6%
CCN(/N=C/c1ccc(Cl)cc1)c1cc(=O)n(C)c(=O)[nH]1,6%,-3,-4%,0%,-18%,u,u,-2%,0%,4%,-11%
O=C(Cn1cccn1)c1ccccc1,-7%,13,-9%,-4%,-12%,5%,3%,-14%,2%,5%,-2%
COC(=O)c1cc(NC(=O)C23CCC(C)(C(=O)O2)C3(C)C)cc(C(=O)OC)c1 (stereo unspecified),-2%,-9,-15%,-1%,0%,u,0%,0%,-1%,0%,5%
COCCCNC(=O)/C(C#N)=C/c1ccc(OCC(=O)O)c(OC)c1,-10%,-14,18%,-1%,u,3%,-13%,10%,7%,-8%,33%
Cc1cccn2c(=O)c(C=O)c(N3CCN(c4ccccc4)CC3)nc12,-5%,3,5%,0%,-6%,u,4%,u,6%,0%,-6%
Cc1noc(C(=O)NCc2ccccc2)c1Cl,3%,5,11%,-1%,0%,12%,2%,-2%,-4%,1%,16%
CN1CCN(c2ccc([N+](=O)[O-])cc2C(=O)N2CCOCC2)CC1,-10%,-6,0%,-6%,-9%,-13%,7%,u,3%,0%,-4%
O=C(O)CNC(=S)N(Cc1ccccc1F)C1CCCCC1,1%,19,0%,3%,-9%,u,u,-25%,-16%,u,-1%
Cc1ccc(NC(=O)COC(=O)c2cc(-c3cccs3)nn2-c2ccccc2)cc1[N+](=O)[O-],8%,1,-13%,-2%,-6%,0%,1%,u,8%,9%,-8%
C#CCSc1nnc(-c2sc3ccccc3c2Cl)o1,12%,-3,u,6%,-12%,u,5.4µM*,32%[activator],1%,0%,u
CCC(C)(C(=O)NC1CCCCC1)N(C(=O)CC1NC(=O)NC1=O)c1c(C)n(C)n(-c2ccccc2)c1=O (stereo unspecified),-4%,7,-1%,-1%,-2%,0%,0%,-2%,-9%,-9%,-7%
CC(C)NC(=O)c1cc(-c2ccc3c(c2)OCO3)on1,0.63µM*,4,-5%,0.56µM*,-25%,u,3.8µM*,1%,x,13%,u
Cc1ccccc1CN(c1ccc(C(=O)Nc2ccccc2C(=O)N2CCCC2)cc1)S(C)(=O)=O,-1%,-11,0%,-6%,-8%,-16%,5%,3%,-3%,-1%,14%
CS(=O)(=O)N(CC(=O)NCc1ccc2c(c1)OCO2)c1ccc(Cl)cc1,18%,-4,-1%,1%,-4%,u,-11%,-2%,-3%,0%,24%
CCOC(=O)Cc1csc(NC(=O)COc2ccccc2)n1,-5%,0,12%,-4%,5%,-1%,u,-2%,-1%,2%,u
Cc1cc(S(=O)(=O)NC2CCCCC2)c(C)s1,-1%,-1,2%,0%,-7%,-18%,9%,-2%,-5%,6%,-1%
O=C(N/N=C/c1ccc(N2CCOCC2)cc1)c1ccncc1,-7%,3,x,2%,x,13%,u,x,x,2%,x
S=c1[nH]nc(COc2ccccc2)n1/N=C/c1cccc(Cl)c1Cl,-2%,5,u,-8%,u,13%,-3%,-2%,x,-3%,u
O=C(CCSc1nc(-c2ccco2)cc(C(F)(F)F)n1)NCc1ccccn1,0%,-14,-9%,-1%,9%,0%,-1%,14%,7%,0%,34%
O=C(CSc1ccccc1)Nc1ccccc1C(=O)O,x,9,u,x,-3%,x,21µM*,-3%,2%,8%,24%
C=CCn1c(SCC(=O)c2ccc(Br)cc2)nnc1C(C)NC(=O)Cc1ccc(OC)cc1 (stereo unspecified),-5%,-1,0%,0%,3%,-14%,0%,-2%,0%,1%,1%
# (cont.)
SMILES,Rab9 promoter act,KCNH2 3.1 inh,Menin-MLL TR inh,NPC1 promoter act,VP16 counter,ELG1 repair inh,FLuc modulator,MBNL1-CUG inh,PKM2 act,Mito fusion act,RORgamma inh
COc1cc(/C=N\NC(=O)c2ccc(Cn3cc(Br)c([N+](=O)[O-])n3)o2)cc(OC)c1O,3%,8,u,7%,-7%,-28%,-4%,u,-8%,0%,17%
CCCn1c(C(C)Nc2nc(-c3ccc(C)cc3)cs2)nc2ccccc21 (stereo unspecified),-4%,-12,0%,2%,18µM*,13%,-11%,-6%,4%,1%,5.6µM*
Cc1cccc(N2CCN(C(=O)c3ccccc3OCc3c(C)noc3C)CC2)c1C,-5%,-4,x,-1%,x,-26%,-2%,x,x,19%,x
CC(=O)c1cccc(OCc2cc(C(=O)N3CC4C[C@@H]5CC3C[C@H](C4)C5)no2)c1,-4%,-2,x,-4%,u,6%,u,-7%,x,u,u
COc1ccc(-c2cc(-c3ccco3)[nH]c(=O)c2C#N)cc1,-2%,0,x,-1%,-9%,u,-6%,u,1%,-2%,14%
O=C(NCc1ccccn1)c1ccc(NS(=O)(=O)c2cccc([N+](=O)[O-])c2)cc1,1%,-3,x,-1%,x,16%,3%,x,x,-2%,x
O=C(Nc1ccccc1)Nc1cc(S(=O)(=O)N2CCOCC2)ccc1N1CCCC1,15%,-20,3%,4%,-21%,27%,0%,x,-22%,2%,-16%
O=C(NCCC(=O)N1CCN(S(=O)(=O)c2ccc(Cl)cc2)CC1)Nc1ccccc1,2%,-8,x,-1%,x,2%,0%,x,x,-9%,x
Cc1ccn2cc(-c3ccc4c(c3)NC(=O)CO4)nc2c1,0.56µM*,-33,-18%,1.3µM*,-29%,u,2.4µM*,x,-3%,3%,-44%
CC(C)CNC(=S)Nc1ccc(F)cc1,-8%,11,-9%,0%,u,0%,5%,9%,-4%,2%,u

# Taken from above for reference:
SMILES,Rab9 promoter act,KCNH2 3.1 inh,Menin-MLL TR inh,NPC1 promoter act,VP16 counter,ELG1 repair inh,FLuc modulator,MBNL1-CUG inh,PKM2 act,Mito fusion act,RORgamma inh
COc1cc(/C=N\NC(=O)c2ccc(Cn3cc(Br)c([N+](=O)[O-])n3)o2)cc(OC)c1O,3%,8,u,7%,-7%,-28%,-4%,u,-8%,0%,17%
CCCn1c(C(C)Nc2nc(-c3ccc(C)cc3)cs2)nc2ccccc21 (stereo unspecified),-4%,-12,0%,2%,18µM*,13%,-11%,-6%,4%,1%,5.6µM*
Cc1cccc(N2CCN(C(=O)c3ccccc3OCc3c(C)noc3C)CC2)c1C,-5%,-4,x,-1%,x,-26%,-2%,x,x,19%,x
CC(=O)c1cccc(OCc2cc(C(=O)N3CC4C[C@@H]5CC3C[C@H](C4)C5)no2)c1,-4%,-2,x,-4%,u,6%,u,-7%,x,u,u
COc1ccc(-c2cc(-c3ccco3)[nH]c(=O)c2C#N)cc1,-2%,0,x,-1%,-9%,u,-6%,u,1%,-2%,14%
O=C(NCc1ccccn1)c1ccc(NS(=O)(=O)c2cccc([N+](=O)[O-])c2)cc1,1%,-3,x,-1%,x,16%,3%,x,x,-2%,x
O=C(Nc1ccccc1)Nc1cc(S(=O)(=O)N2CCOCC2)ccc1N1CCCC1,15%,-20,3%,4%,-21%,27%,0%,x,-22%,2%,-16%
O=C(NCCC(=O)N1CCN(S(=O)(=O)c2ccc(Cl)cc2)CC1)Nc1ccccc1,2%,-8,x,-1%,x,2%,0%,x,x,-9%,x

# An excerpt; count on the stated rates, not on these rows.
